Pf gametocyte: late stage P. falciparum gametocyte viability inhibitors, primary screen, ATP luminescence, HTS | P. falciparum stage V gametocytes, 24 h | inhibition, % at 10.9 µM | 150,000 compounds, 0.065% hits;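 active means inhibition above the mean plus 3 SD of compounds within the control limits, set per campaign, cut at about 38% in these data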;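 further: 0% = DMSO wells and 100% = medium only without gametocytes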
Mcl1 Noxa PPI: Mcl-1/Noxa binding inhibitors, primary screen, biochemical, TR-FRET, 1536-well; 220,000 compounds, 1.5% hits; Induced myeloid leukemia cell differentiation protein Mcl-1 (Homo sapiens), Q07820; TR-FRET Mcl-1/Noxa peptide binding, 2 h; inhibition, % at 21.7 µM;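 active means compounds that cut the protein-peptide binding signal by more than 50% relative to plate controls in a single-dose test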;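 further: His-tagged Mcl-1 with rhodamine Noxa BH3 peptide and terbium anti-His antibody; 0% = Mcl-1 plus Noxa peptide wells and 100% = peptide-only wells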
Target sequence (Q07820 whole entry, looked up): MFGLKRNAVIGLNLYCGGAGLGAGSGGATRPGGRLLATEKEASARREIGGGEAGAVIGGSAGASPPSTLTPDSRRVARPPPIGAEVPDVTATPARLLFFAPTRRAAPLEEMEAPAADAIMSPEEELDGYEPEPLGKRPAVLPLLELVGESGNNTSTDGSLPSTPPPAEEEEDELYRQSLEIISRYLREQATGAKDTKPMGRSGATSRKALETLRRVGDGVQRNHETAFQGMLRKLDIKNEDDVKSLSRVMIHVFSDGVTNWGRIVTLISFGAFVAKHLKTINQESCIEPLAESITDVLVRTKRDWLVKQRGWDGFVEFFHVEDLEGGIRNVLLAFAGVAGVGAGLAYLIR
Avidin bead fluor: green autofluorescence of compounds with avidin beads – biophysical, 488/530 nm, flow cytometry, artefact control, profiling panel; compound fluorescence 488/530 nm; active compounds read high; fluorescence (KMESF) at 10 µM; 220,000 compounds, 0.38% hits; AID 1775, 2009; in the data active means fluorescence above about 47; further: inactives centre near 10
An asterisk follows results filed as active; & = joins results of further samples. Not all compounds are listed; count on the stated rates, not on these rows.

compound	Pf gametocyte	Mcl1 Noxa PPI	Avidin bead fluor
COc1c(Cl)cc(Br)c(OC)c1C(=O)NC(=O)Nc1nc(C)cc(C)n1	-10	23	7
Cc1ccc(/C=N/NC(=O)c2ccc3nc[nH]c3c2)o1	5	55*	128*
Cc1oc(C(C)(C)C)cc1C(N)=O	0	-24	9
Nc1ccc(Oc2c(Cl)cccc2Cl)nc1	19	5	6
O=C(CNS(=O)(=O)c1c(Cl)cccc1Cl)OCC(=O)c1ccc[nH]1	13	48	3
Cc1ccc(-c2nn(-c3ccccc3)cc2C2CC(c3ccccc3)=NN2C(=O)CCC(=O)O)cc1 (centres undefined)	1	-9	5
NC(=O)CC(NC(=O)Cc1cccc2ccccc12)c1ccc(NC2CCCCCC2)c([N+](=O)[O-])c1 (centres undefined)	-51	-2	15
Nc1nonc1-n1nnc(C(=O)N/N=C/C=C/c2ccccc2)c1CSC1=NCCS1	18	-79	4
COc1cc([N+](=O)[O-])ccc1NC(=O)COC(=O)c1ccc(NC(N)=O)cc1	2	72*	7
CCOc1ccc(CN2CCN(Cc3cccn3-c3nccs3)CC2CCO)cc1 (centres undefined)	-8	17	7
CCN(C(=O)C1CCCN1S(=O)(=O)c1cccc2nsnc12)c1ccccc1 (centres undefined)	-14	-3	9
COc1cc(OC)cc(C(=O)OC/C(O)=C(\C#N)c2nc3ccccc3[nH]2)c1	-1	-36	7
Cc1cc(C)c2c(=O)n(CC(=O)Nc3cccc(F)c3)sc2n1	-9	41	2
NS(=O)(=O)c1ccc(NC(=O)COC(=O)c2cc3ccccc3oc2=O)cc1	-20	-15	3
Cc1nn(-c2ccccc2)cc1/C=N/NC(N)=S	5	14	6

An excerpt from above in order of the Avidin bead fluor value, falling:
mol | Mcl1 Noxa PPI | Avidin bead fluor
Cc1ccc(/C=N/NC(=O)c2ccc3nc[nH]c3c2)o1 | 55* | 128*
CCOc1ccc(CN2CCN(Cc3cccn3-c3nccs3)CC2CCO)cc1 (centres undefined) | 17 | 7
Cc1nn(-c2ccccc2)cc1/C=N/NC(N)=S | 14 | 6
Cc1cc(C)c2c(=O)n(CC(=O)Nc3cccc(F)c3)sc2n1 | 41 | 2

Following part:
compound	Pf gametocyte	Mcl1 Noxa PPI	Avidin bead fluor
CCN(CC(=O)NC(C)(C)C)Cc1nc2c(Br)cc(Br)cc2c(=O)[nH]1	-14	-60	2
O=C(NCCCNCCCNC(=O)c1ccc(/C=N/O)nc1)c1ccc(/C=N/O)nc1	-44	20	7
Cc1cc(O)c(C(=O)/C=C/c2cccc([N+](=O)[O-])c2)c(=O)o1	-18	31	6
O=C(Nc1cc(-c2ccccc2)[nH]n1)c1ccc(Cl)cc1	1	17&2	9&7
COc1ccc(/C=C2\SC(=S)N(c3cccnc3)C2=O)cc1	-20	1	11
CCCC(=O)N/C(N)=N/c1nc(C)c2cc(C)ccc2n1	9	23	3
O=S(=O)(O)c1ccc(N=Nc2ccccc2)cc1	-22	12	6
Oc1[nH]c2ccccc2c1N=Nc1nncc2ccccc12	16	23	6
Cc1cc(C(=O)OCC(=O)Nc2nccs2)c2ccccc2n1	-17	26	6
O=C(CCCCCCCCN1C(=O)c2ccccc2C1=O)N1CCOCC1	-13	-3	4
O=C(Nc1ccccc1C(=O)NC(Cc1c[nH]c2ccccc12)C(=O)O)c1ccccc1 (centres undefined)	-2	-7	4
COC(=O)c1sc(-c2ccc(C(C)(C)C)cc2)cc1NC(=O)/C=C/C(=O)O	7	15	8
COc1ccccc1-n1c(-c2cc(-c3ccco3)[nH]n2)n[nH]c1=S	5	23	0
CCOC(=O)c1c(N)sc2c1CCCC2=O	-7	-12	5
CC(=O)C1C(c2ccc([N+](=O)[O-])cc2)C2C(C)=NN=C2CC1(C)O (centres undefined)	-18	-18	6
COc1cc(C(CCN2CCOCC2)c2c(OC)cc(OC)c3c(C)cc(=O)oc23)cc(OC)c1OC (centres undefined)	-15	-4	8
NCCSc1c(-c2ccc(F)cc2)[nH]c2ccccc12	-7	5	5
Cc1cccc(OCCCC(=O)Nc2nccs2)c1C	3	10	9
OCCN1CCN(c2cc(C(F)(F)F)nc3c(F)cccc23)CC1	1	0	-1
COc1ccc(Nc2nc(NCCCN3CCOCC3)nc(N)c2[N+](=O)[O-])cc1	-2	-2	6
Cc1ccc(-c2cccc(C3CC=CC4C3C(=O)N(Cc3ccccc3)C4c3ccc(C(F)(F)F)cc3)c2)cc1 (centres undefined)	-22	-24	9
NC(=O)CC(NC(=O)c1cccc(Br)c1)c1ccc(N2CCC(N3CCCC3)CC2)c([N+](=O)[O-])c1 (centres undefined)	11	36	9
O=C(O)/C=C/C(=O)Nc1ccc(Cl)c(C(=O)O)c1	-18	23	9
Cc1ccc2[nH]c(C(=O)O)c(NC(=O)[C@@H]3C[C@@H]3c3ccccc3)c2c1	11	28	3
Cc1cc(C)n(-c2ccc(C(=O)Nc3cccnc3)cc2)n1	18	-3	7
O=C(N/N=C/c1ccc2c(c1)OCO2)C(=O)Nc1ccccc1	-3	2	6
CC12CCC(C(=O)NC3CCCCC3)([C@H](Br)C1=O)C2(C)C (some centres undefined)	-9	0	11
O=C(N/N=C/c1cccnc1)C(=O)N1CCCCCC1	-5	-9	8
O=C1/C(=C/c2ccccn2)SC(=S)N1c1cccc(O)c1	-3	39	9
O=c1c2sc(-c3ccccc3)cc2nc2n1CCCCC2	2	-15	24
COc1cccc(-c2csc(NNC(=O)c3cccs3)n2)c1	-14	16	8
COc1cc(C(F)(F)F)c(C(=O)N(C)Cc2cc(Cl)cc(Cl)c2)cn1	-1	-8	6
Cc1ccc(S(=O)(=O)CCC(=O)OCC(=O)NC(N)=O)cc1	-4	-9	6
CC(C)(C)OC(=O)N1CCC(CNC(=O)c2ccc(F)cc2)CC1	14	8	6
COc1ccc(CN(CCC#N)CCC2(c3ccccc3)CC(C)N(C)CC2C)cc1OC (centres undefined)	11	45	4
C/C(=N\NC(=O)C(=O)Nc1c(C)n(C)n(-c2ccccc2)c1=O)c1ccc(Cl)s1	1	-5	10
Clc1ccc(-c2c[n+](Cc3ccc(Cl)cc3Cl)c3n2CCCCC3)cc1	-13	8	4
C=C(C)c1cccc(C(C)(C)NC(=O)N2CCN(c3ccccc3)CC2)c1	12	13	3
O=C(O)c1nn(-c2ccccc2C(F)(F)F)cc1O	0	8	11
CC(C)CCNC(=O)C(=O)NCc1ccccc1	-18	-6	6
Cc1ccc(-n2[nH]c(C)c(C=NCc3ccncc3)c2=O)cc1	-4	5	4
COc1ccc(-c2noc(-c3cccs3)n2)cc1OC	6	32	8
COc1ccc2c(C)nc(Nc3nc(-c4ccccc4)cc(=O)[nH]3)nc2c1	15	-57	7
O=C(Nc1ccc(S(=O)(=O)Nc2ncccn2)cc1)c1ccc2ncsc2c1	10	60*	8
C/C(=N\NC(=O)CCn1nnc2ccccc21)c1cccs1	1	-2	7
O=C(Nc1cccc(S(=O)(=O)N2CCOCC2)c1)c1cc2ccccc2o1	-4	14	10
COc1cc(CN2CCNC(=O)C2CC(=O)N(Cc2nccn2C)C(C)C)cc(OC)c1 (centres undefined)	14	-3	11
COc1ccc(NC(C)=O)cc1S(=O)(=O)Nc1ccc(C(=O)N2CCCC2)cc1	-11	9	7
COc1ccc(-c2csc(NC(=S)NC(=O)/C=C/c3ccccc3)n2)cc1Br	10	21	5
COc1ccc(-c2[nH]c3ccccc3c2SCCN)cc1	-2	9	5
CCOc1ccc(S(=O)(=O)N2Cc3ccccc3CC2C(=O)O)cc1 (centres undefined)	-10	-6	9
CC1(C)Cc2nc(Cl)c(C(N)=O)cc2CO1	14	7	10
COc1ccc(CNC(=O)COC(=O)c2ccc(F)c(S(=O)(=O)N3CCCCC3)c2)cc1OC	-1	15	7
COC(=O)c1ccccc1N=Nc1c(C)noc1C	-6	-3	7
COc1ccc(/C=N/n2c(=O)[nH]c3c([nH]c4ccc(Cl)cc43)c2=O)cc1CN1CCCCC1	4	21	7
CSc1ccc(Cl)c(C(=O)Nc2nccs2)c1	3	-5	5
CC(C)=NNC1=NC(C)(C)Cc2ccccc21	-15	-4	5
CCOC(=O)C1=C(C)Nc2ccccc2S1	1	27	7
O=C(Oc1c(CN2CCOCC2)cc(Cl)c2cccnc12)c1ccccc1Br	-1	-52	7
CCN(CC)c1ccc(/C=N/Nc2nn[nH]n2)cc1	-6	14	8

(continued)
compound	Pf gametocyte	Mcl1 Noxa PPI	Avidin bead fluor
Cc1cc(C)cc(NC(=O)Nc2ccc3ccccc3n2)c1	9	-3	6
CCOC(=O)N1CCC2(CC1)NCCc1c2[nH]c2ccccc12	-9	0	5
COc1ccc(C(CC(=O)N2CCCC2)c2c(OC)cc(OC)c3ccc(=O)oc23)cc1 (centres undefined)	0	9	13
Cc1nc(N2CCOCC2)nc(N2CCCCC2C)c1[N+](=O)[O-] (centres undefined)	-9	1	7
CCOc1ccc(N2C(=O)CC(NNc3nc4ccccc4s3)C2=O)cc1 (centres undefined)	-5	9	7
Cc1ccc(-c2nc(C(F)(F)F)cc(=O)[nH]2)cc1	-24	13	6
CCOC(=O)/C(C#N)=C/C1=C(N2CCOCC2)C(C)(C)OCC1	-16	0	8
COc1ccc2c(c1)CCC/C2=N\Nc1nc(C(=O)NN)cs1	-4	-72	7
Cc1ccc(SC(=O)c2c(C)noc2-c2cc(C)on2)cc1	0	-35	9
Clc1ccc(C[n+]2cc(-c3ccccc3)n3c2CCC3)cc1	2	3	7
Cc1ccc(C(=O)N/N=C\c2ccccn2)cn1	6	-20	15
O=C(CN1C(=O)COc2ccc(S(=O)(=O)N3CCCC3)cc21)N1CCCC1	19	-23	6
Cc1cc(=O)oc(C)c1C(=O)NNC(=O)C1(C)CC1Br (centres undefined)	23	-2	3
CN(c1ccccc1)S(=O)(=O)c1ccc(C(=O)OCC(=O)NCc2cccs2)cc1	11	-2	12
CC(C)=NOc1nc(N(C)C)nc(N2CCOCC2)n1	-4	16	10

One compound at a time, from the list above. Screens in order: Pf gametocyte | Mcl1 Noxa PPI | Avidin bead fluor
Cc1ccc(-c2nc(C(F)(F)F)cc(=O)[nH]2)cc1 in the list: -24 | 13 | 6
CCOC(=O)/C(C#N)=C/C1=C(N2CCOCC2)C(C)(C)OCC1 in the list: -16 | 0 | 8

(continued)
compound	Pf gametocyte	Mcl1 Noxa PPI	Avidin bead fluor
CS(=O)(=O)c1ccc(C(=O)Nc2ccccc2Cl)cc1	-18	-3	7
N/C(=N\N=C\c1ccc(O)c(O)c1)c1nonc1N	23	18	11
NC(=O)Cn1nc2sc3ccccc3n2c(=O)c1=O	-6	14	7
N#CCC(=O)N/N=C/c1cn(Cc2ccc(Cl)cc2Cl)c2ccccc12	7	1	6
Cc1ccccc1OCCC(=O)OCC(=O)Nc1ccc(C(N)=O)cc1	9	-25	6
COc1ccc(-c2csc(/C(C#N)=C\c3ccc(O)c([N+](=O)[O-])c3)n2)cc1OC	14	102*	8
CCOC(=O)N1CCC(NC(=O)C2=CCN(S(=O)(=O)c3ccc(F)cc3)CC2)CC1	-2	-11	7
CC(NC(=O)C(C)(C)C)C(c1cccs1)N1CCOCC1 (centres undefined)	-20	-4	4
CCOC(=O)/C(C#N)=C/Nc1cc(F)ccc1C	3	-12	7
COc1ccc(NC(=O)Nc2c(C)noc2-c2ccccc2)cc1	-9	20	26
CC(C)c1onc(C(=O)N2CCC(C(N)=O)CC2)c1[N+](=O)[O-]	16	4	2
Cc1c(C=N)c(O)n(C)c(=O)c1C#N	11	5	8
O=C(O)c1cccnc1SC1CC(=O)N(c2ccccc2)C1=O (centres undefined)	-3	18	8
C/C(=N\NC1=N[C@H]2CS(=O)(=O)C[C@H]2S1)c1ccccc1	0	22	9
CSc1sc(-c2nnc(SCC(=O)Nc3ccc(Cl)cc3)n2C)c2c1C=CCC2	-2	-26	5
C=COC(=O)c1sc2nc(C)cc(C)c2c1N	2	-2	6
FC(F)Oc1ccc(-c2c[n+]3c(n2-c2ccccc2)CCCCC3)cc1	11	-4	18
CN=C(C)/C(C(=O)OC)=C(/O)c1c(F)cccc1F	0	-2	3
COc1ccc2cc3c(N)nn(C(=O)c4cccc(F)c4)c3nc2c1	-3	-38	7
O=C(N/N=C/c1c[nH]c2ccc(Br)cc12)C1CC1	15	-3	9
O=[N+]([O-])c1ccc(N2CCSCC2)cc1O	-1	11	6
O=C1NC(=Nc2cccnc2)S/C1=C\c1cccc(F)c1	19	-1	6
Cc1cnc(NC(=O)c2sc(Nc3ccccc3)nc2N)o1	4	4	8
O=C(NC1CCN(Cc2ccccc2)CC1)c1ccc2c(c1)OCCCO2	-1	-9	6
Cc1ccc(OCC(=O)Nc2cc(S(=O)(=O)N3CCOCC3)ccc2Cl)c([N+](=O)[O-])n1	9	6	8
CCCCOc1ccc(C(O)C(CN2CCOCC2)c2ccccc2)cc1 (centres undefined)	16	-11	7
O=C(Nc1ccccc1)N1CCN(c2nc(-c3ccccc3)ns2)CC1	4	-11	8
O=C(Cc1c[nH]c2ccccc12)N/N=C/c1ccccc1O	-8	13	8
CCC(C(=O)N1CCN(c2ncccn2)CC1)c1ccccc1 (centres undefined)	-11	9	17
Cc1cc(C(=O)COc2ccc([N+](=O)[O-])cc2)c(C)n1C1CC1	10	6	5
